CCR6 antagonist: CCR6 (human) receptor antagonism. CHO-K1 CCR6 PathHunter beta-arrestin, luminescence, CCL20-stimulated. inhibition, % at 20 µM. actives 0.49% (n = 340,000). AID 493098;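 active = compounds whose inhibition of the agonist-driven luminescence signal at 20 µM reaches about 50%, limit read from the data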;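 also: cells stimulated with CCL20 at 14 nM final; plate controls were DMSO with CCL20 for no effect and DMSO without agonist for full effect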
MPTP block: blocks calcium-induced mitochondrial swelling; isolated mouse mitochondria, Ca2+ swelling absorbance, 30 min; inhibition, % at 10 µM; actives 1.4% (n = 360,000);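 active = inhibition of 50% or more, scaled per plate between neutral and stimulator controls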;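 also: 0% = DMSO wells given calcium and 100% = 1 mM EGTA wells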
A3G deaminase: APOBEC3G (human) deaminase inhibition | Q9HC16 | recombinant A3G, ssDNA deamination FAM/TAMRA fluorescence | inhibition, % at 20 µM | actives 0.28% (n = 330,000) | AID 493012;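 active = inhibition of at least 40% at 20 µM, with no more than 30% in the related APOBEC3A deaminase screen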;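 also: plate controls were DMSO wells with A3G for no effect and wells lacking A3G enzyme for full effect; some compounds called inactive have numbers as strong as hits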
GRIN3A LBD mod: modulators (binders) of human NR3A ligand-binding domain; NR3A LBD differential scanning fluorimetry, Tm shift; 0% = protein alone, 100% = glycine-bound protein; Tm shift relative to glycine control, % at 25 µM; actives 2.5% (n = 340,000);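 active = melting temperature shift of at least 10% of the positive control shift, at one fixed dose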
APOBEC3A inh: human APOBEC3A DNA deaminase inhibition | P31941 | recombinant A3A, FAM/TAMRA ssDNA deamination fluorescence | inhibition, % at 20 µM | actives 0.41% (n = 330,000);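 active = at least 40% inhibition at 20 µM here, with at most 30% in a related deaminase screen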;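 also: plate controls were A3A with DMSO for no effect and wells lacking A3A enzyme for full effect; some results filed as inactive read as strong as hits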
Target sequence (P31941 whole entry, looked up): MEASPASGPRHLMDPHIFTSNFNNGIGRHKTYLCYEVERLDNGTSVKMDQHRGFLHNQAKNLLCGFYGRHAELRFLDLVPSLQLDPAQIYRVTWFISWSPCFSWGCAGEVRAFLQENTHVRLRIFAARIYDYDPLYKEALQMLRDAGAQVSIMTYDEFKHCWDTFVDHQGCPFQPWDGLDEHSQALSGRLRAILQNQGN
Gli-Sufu antag: Gli-Sufu pathway antagonism; Sufu-KO-LIGHT fibroblasts, Gli luciferase reporter luminescence; AID 588413; inhibition, % at 5 µM; actives 0.74% (n = 340,000);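 active = inhibition above about 55%, limit read from the data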;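 also: 0% = DMSO-treated cells and 100% = wells with medium but no cells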
EBI2 block: blocks human EBI2 receptor beta-arrestin signaling; inhibition, % at 5 µM; P32249; AID 651636; actives 0.81% (n = 360,000); EBI2 beta-arrestin recruitment, luminescence, 7a,25-OHC stimulated; in the data active = inhibition above about 38%;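 also: enzyme fragment complementation signal reports receptor beta-arrestin coupling in cells; 0% = agonist plus DMSO wells and 100% = wells without agonist; some results beyond the cut were filed as inactive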
Target sequence (P32249 whole entry, looked up, the tested form may be a part): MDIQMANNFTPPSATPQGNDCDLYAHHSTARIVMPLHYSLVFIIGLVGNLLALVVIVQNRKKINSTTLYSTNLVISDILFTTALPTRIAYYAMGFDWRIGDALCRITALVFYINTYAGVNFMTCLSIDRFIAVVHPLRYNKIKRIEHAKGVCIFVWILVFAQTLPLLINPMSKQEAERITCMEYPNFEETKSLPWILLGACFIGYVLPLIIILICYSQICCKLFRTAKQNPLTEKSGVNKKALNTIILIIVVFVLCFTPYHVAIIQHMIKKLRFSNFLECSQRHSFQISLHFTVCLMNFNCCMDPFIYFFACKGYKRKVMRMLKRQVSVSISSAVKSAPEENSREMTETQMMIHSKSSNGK
CXCR6 inh: blocks human CXCR6 beta-arrestin recruitment; CHO-K1 PathHunter CXCR6 beta-arrestin, luminescence; inhibition, % at 20 µM; actives 0.36% (n = 360,000); in the data active = inhibition above about 34%, passing the limit was not always enough;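 also: antagonist mode with CXCL16 agonist at 10 nM final; 0% = 10 nM CXCL16 with DMSO and 100% = unstimulated wells without agonist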
Target sequence (O00574 whole entry, looked up): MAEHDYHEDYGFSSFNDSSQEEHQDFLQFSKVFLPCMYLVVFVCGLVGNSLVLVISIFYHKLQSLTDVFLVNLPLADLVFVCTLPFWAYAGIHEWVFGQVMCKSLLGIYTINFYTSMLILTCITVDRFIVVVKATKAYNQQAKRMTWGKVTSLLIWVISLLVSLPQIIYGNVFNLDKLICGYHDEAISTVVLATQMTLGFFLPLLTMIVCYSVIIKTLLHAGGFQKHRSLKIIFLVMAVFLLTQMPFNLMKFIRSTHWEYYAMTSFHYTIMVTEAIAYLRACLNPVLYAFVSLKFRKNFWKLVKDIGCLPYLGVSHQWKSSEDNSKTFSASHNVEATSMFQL
Starred values were filed as active, the others as inactive; x = no result given. This is a random part of the collection. Share with any hit: about 5.8%.

SMILES	CCR6 antagonist	MPTP block	A3G deaminase	GRIN3A LBD mod	APOBEC3A inh	Gli-Sufu antag	EBI2 block	CXCR6 inh
O=C(CSc1nc2ccccc2[nH]1)Nc1ccc2c(c1)CCC2	9.3	7.1	-4.0	-7.1	-3.3	5.0	16.7	-2.4
COc1ccc2[nH]c3c(=O)n(CCCC(=O)NC4CCCCC4C)c(=S)[nH]c3c2c1 (centres undefined)	8.5	3.1	-1.2	1.9	-6.9	1.5	-8.0	3.2
O=C(NCc1cccnc1)c1cccc(C(F)(F)F)c1	-2.4	-0.5	-7.1	-0.5	-0.9	-34.8	-7.6	-3.6
Cc1ccc(C(=O)Nc2ccon2)cc1S(=O)(=O)N1CCCC1	2.4	-2.0	-2.4	2.0	-1.6	-7.8	0.9	3.6
O=c1cc(NS(=O)(=O)c2ccccc2)nc(SCc2c(Cl)cccc2Cl)[nH]1	1.1	1.1	-8.8	-11.3	-4.7	-5.8	-1.5	-1.2
C/C=C/c1ccc(OCC(=O)OCc2csc(CC(=O)Nc3ccccc3C)n2)c(OC)c1	14.6	0.3	-3.4	-0.6	0.2	-7.3	3.2	10.6
COc1ccc(NC(=O)CSc2ccccn2)c([N+](=O)[O-])c1	-5.3	6.9	5.8	2.9	2.5	-21.0	17.3	8.1
Nc1ccc(Cc2ccc(N)c(C(=O)O)c2)cc1C(=O)O	-18.7	-0.9	-1.1	-2.6	5.3	4.1	-12.0	-0.6
C=CCNS(=O)(=O)c1ccc(C(=O)OCc2cc(=O)oc3cc(OC)ccc23)cc1	6.3	-1.4	-5.7	-7.1	0.6	20.8	22.5	-12.2
CN1CCc2c(sc(/N=C/c3c[nH]c4ccccc34)c2C(N)=O)C1	34.7	0.2	-4.5	-0.1	-1.4	7.4	-2.5	-24.7
COC(=O)c1n[nH]c2ccccc12	0.1	-5.3	-5.7	1.6	-3.5	1.9	-11.9	-9.1
Cc1noc(C)c1CSCC(=O)NCCN1C(=O)S/C(=C\c2ccccc2F)C1=O	6.1	0.1	-4.3	1.6	9.3	5.5	3.0	-1.0

Overlap with the part before: 4 entries; new compounds follow.
SMILES	CCR6 antagonist	MPTP block	A3G deaminase	GRIN3A LBD mod	APOBEC3A inh	Gli-Sufu antag	EBI2 block	CXCR6 inh
C=CCNS(=O)(=O)c1ccc(C(=O)OCc2cc(=O)oc3cc(OC)ccc23)cc1	6.3	-1.4	-5.7	-7.1	0.6	20.8	22.5	-12.2
CN1CCc2c(sc(/N=C/c3c[nH]c4ccccc34)c2C(N)=O)C1	34.7	0.2	-4.5	-0.1	-1.4	7.4	-2.5	-24.7
COC(=O)c1n[nH]c2ccccc12	0.1	-5.3	-5.7	1.6	-3.5	1.9	-11.9	-9.1
Cc1noc(C)c1CSCC(=O)NCCN1C(=O)S/C(=C\c2ccccc2F)C1=O	6.1	0.1	-4.3	1.6	9.3	5.5	3.0	-1.0
COc1cc(OC)c(OC)cc1CN1CCN(Cc2ccco2)CC1	1.0	0.5	-7.0	-0.8	-2.8	2.5	-20.9	-6.1
Cc1cccc2c1N(C(=O)CN1C(=O)c3ccccc3C1=O)C(C)(C)c1ssc(=S)c1-2	16.0	0.4	0.0	-2.9	1.1	1.1	5.7	7.4
CCCc1cc(=O)[nH]c(SCC(=O)N(CC)Cc2ccccc2)n1	-50.3	4.0	-2.8	-1.2	-7.1	2.6	1.5	2.7
O=C(C1CCCN(c2ncnc3c2nc2n3CCCCC2)C1)N1CCN(c2ccccc2F)CC1 (centres undefined)	15.1	0.2	-2.7	-3.4	-0.7	41.7	0.6	-0.3
COc1ccc(N2CCN(C(CNC(=O)C(=O)NCc3cccnc3)c3ccco3)CC2)cc1 (centres undefined)	5.4	2.4	-3.3	0.3	11.7	0.3	5.6	-4.1
CCCn1c(CN2CCCCC2C)nc2c1c(=O)n(C)c(=O)n2C (centres undefined)	10.8	0.7	-9.0	5.4	-8.1	14.4	3.2	6.5
CCN(CC)S(=O)(=O)c1ccc(N2CCOCC2)c(NC(=O)C2CC2)c1	-0.7	-2.2	-4.0	0.6	-3.5	10.6	-6.0	-4.1
Cc1ccccc1C1CC(c2ccc(Br)cc2)Nc2nc(N)nn21 (centres undefined)	13.7	-0.6	-7.5	-2.1	-5.3	1.4	4.8	12.3
O=C(NCc1ccccc1)c1ccc(NC(=O)C2CCC2)cc1	-4.4	0.7	x	0.9	x	-5.1	4.4	-1.1
O=C1CC(N(O)c2ccccc2)C(=O)N1c1ccc(Cl)c(Cl)c1 (centres undefined)	-9.1	3.3	10.6	2.0	0.9	1.5	-3.0	-2.4
COC(=O)C1(C)NC(c2ccccc2C)C2C(=O)N(c3ccccc3)C(=O)C21 (centres undefined)	5.8	0.0	-4.3	-1.1	-8.0	x	-3.0	-6.5
O=C(CSc1nc(-c2ccc(Cl)cc2)[nH]c(=O)n1)Nc1cccc(Cl)c1	13.5	38.5	-4.4	12.1*	-4.0	11.7	0.8	-3.8
COc1ccc(-c2sc3ccccc3c2/C=C/c2ccncc2)cc1	2.8	-1.2	-2.6	0.8	1.4	-14.5	13.7	-0.8
O=C(Nc1cccc(C(F)(F)F)c1)c1cc[n+]([O-])cc1	7.6	0.6	-7.4	-0.9	0.8	-4.1	2.3	2.8
COc1ccc(N2CCN(C(c3cc4ccc(C)cc4[nH]c3=O)c3nnnn3C3CCCC3)CC2)cc1 (centres undefined)	1.0	0.8	-6.4	-2.9	-3.5	-2.3	2.5	0.2
CC(CCc1ccccc1)NC(=O)c1cnc(Cl)c(Cl)c1 (centres undefined)	7.0	2.3	4.2	0.3	23.0	4.5	-10.4	-5.7
O=[N+]([O-])c1cc(Cl)cc(/C=N/n2cnnc2)c1O	36.2	0.1	-8.7	1.0	-3.4	0.7	12.1	31.5*
CCOc1c(Br)cc(CNc2ccc(N3CCN(C(C)=O)CC3)cc2)cc1OC	-13.7	17.2	-0.7	-2.4	0.7	1.1	13.5	-15.4
O=C1C=C(c2ccc3ncccc3c2)C[C@@H](c2ccc(F)cc2)C1	13.4	-2.5	-4.1	-8.1	2.6	8.3	74.8*	-6.1
O=C(NCc1ccc(F)cc1)C(=O)NCC1CCCN1S(=O)(=O)c1ccccc1 (centres undefined)	2.6	-0.5	-8.8	0.5	-4.5	-6.5	4.2	6.8
Cc1cc(C)cc(NC(=S)NCCN(C2CCCCC2)C2CCCC2)c1	11.3	1.9	-7.6	-2.3	-3.6	3.6	2.8	8.7
O=C(Nc1ncc(Cc2cccc(Cl)c2)s1)c1ccc([N+](=O)[O-])cc1	33.7	40.9	-8.0	-1.9	-3.4	12.6	2.3	13.5
NC(=O)CSc1oc(-c2cccs2)nc1S(=O)(=O)c1ccccc1	16.1	-4.1	-4.5	-0.4	-2.9	0.8	-14.3	-3.1
O=C(NC12CC3CC(CC(C3)C1)C2)N1CCN(c2nc(-c3ccccc3)cs2)CC1	13.3	1.1	-0.6	-7.2	-2.0	-7.0	22.3	17.7
O=S1(=O)Cc2cc3ccccc3cc2C1	8.3	-1.9	2.9	-2.1	-0.6	-4.7	-6.2	0.1
O=C(O)/C=C/C(=O)Nc1ccc(N2CCOCC2)nc1N1CCOCC1	-2.6	2.2	13.6	-1.5	-2.0	0.1	-0.8	-5.1
c1ccc(CNc2nc3ccccc3n2CCN2CCOCC2)nc1	-1.7	0.7	-9.1	-3.3	-3.4	7.2	-7.0	1.7
O=C(C1CCCN(c2ncnc3c2nc2n3CCCCC2)C1)N1CCN(c2ccc(F)cc2)CC1 (centres undefined)	13.2	-2.6	-3.9	-1.1	-2.7	19.6	8.3	-0.6
Clc1ccc(CNCCCSc2ncccn2)cc1	-0.4	0.3	-5.9	1.7	-4.0	14.2	2.8	-2.4
CCn1ncc(Br)c1C(=O)Nc1ccc(Cl)cn1	8.5	-0.2	-6.7	3.7	-4.7	-6.3	-4.9	3.5
Cc1c(Cl)c(C(F)(F)F)nn1CC(=O)N1CCSCC1	-9.8	2.0	-2.4	-0.8	1.2	-2.4	-0.6	12.7
CCOC(=O)CCC(NC(=O)c1ccc(NCN2C(=O)c3ccccc3C2=O)cc1)C(=O)OCC (centres undefined)	-6.8	-2.1	-3.9	-6.5	4.0	2.0	-4.9	-1.7
COC1CCCCC1Nc1ccc(C)c(C)c1 (centres undefined)	-1.3	-0.7	0.1	-1.5	1.4	-2.2	-5.7	0.8
Cc1ccn(C(=O)c2ccc(NC(=O)CC(C)C)cc2)n1	3.6	0.8	-3.6	1.1	-0.7	-3.7	-4.3	-14.0
COc1ccc2c(=O)c3c(=O)n(CCc4ccccc4)c(C(C)C)nc3oc2c1	12.1	4.8	6.2	1.1	3.3	3.9	0.6	1.4
COc1ccc(C(=O)NCC(=O)OCC(=O)Nc2c(C)n(C)n(-c3ccccc3)c2=O)cc1	3.0	1.8	-3.6	5.5	0.3	1.9	-14.2	6.7
CCCCN1C2CCCC1CC(NC(=O)c1cccc(OC)c1)C2 (centres undefined)	5.2	-0.1	-5.2	0.5	-5.3	-9.0	1.2	9.0
CCOC(=O)c1c(O)cc(OC)cc1CCc1ccccc1	24.6	3.2	-2.2	1.6	-2.0	-2.4	3.6	-5.2
CC1CCC2C(C1)Nc1c(C(=O)O)cccc1C2(C)C (centres undefined)	4.5	1.8	-8.2	-0.2	-0.8	-13.1	0.1	-19.3
NS(=O)(=O)c1ccc(NCc2c(F)cccc2Cl)cc1	2.6	-1.1	x	-13.8	x	-27.3	0.2	-11.9
CC(C)NC(=O)COc1ccccc1C#N	-15.2	0.8	-5.0	-0.7	1.0	-13.2	-3.2	5.7
CCOC(=O)C1CCCN(C(=O)c2cc(-c3ccccc3)on2)C1 (centres undefined)	16.9	0.2	-5.2	x	1.7	-56.6	-0.8	4.0
Cc1ccc(S(=O)(=O)CC(C)N2CCN(C3CCCCC3)CC2)cc1 (centres undefined)	-10.2	-0.6	-5.2	0.0	-0.7	-3.1	2.1	6.1
O=C(Nc1cccc(-c2ccc(N3CCOCC3)nn2)c1)c1ccccc1	8.0	-2.2	-5.1	-2.6	1.4	-66.9	6.9	-10.7
CCOC(=O)c1nnsc1NC(C)=O	6.0	0.9	-1.0	0.5	1.6	5.5	-0.5	-3.0
CN(C)S(=O)(=O)N(CC(=O)Nc1ccccc1)c1ccccc1	1.6	-0.6	9.2	-3.9	2.5	2.1	-6.3	1.9
CC1(C)CC(=O)c2cnc(N)nc2C1	0.2	0.0	0.3	-0.4	-0.9	3.5	-1.1	2.3
Cc1ccc(-c2csc3ncnc(NCCC(=O)O)c23)cc1C	13.1	3.0	-9.2	3.2	-5.3	4.7	-4.0	-6.7
COC(=O)c1ccc(N2CCN(C)CC2)c(NC(=O)COc2cccc(C)c2)c1	15.9	-0.6	3.3	-1.7	3.0	21.6	-2.7	-8.7
COC(=O)c1ccc2c(=O)n(Cc3ccc4c(c3)OCO4)c(=S)[nH]c2c1	9.4	0.4	-5.3	-4.1	-0.5	3.1	7.8	-0.5
CCCCN(CCCC)CCNC(=O)c1ccc2nc(-c3ccccc3NC(C)=O)c(=O)[nH]c2c1	-5.8	3.2	-5.1	-1.3	-2.7	32.4	-6.8	7.8
Cn1c(COc2ccccc2)nnc1SCC(=O)Nc1ccc2c(c1)OCO2	3.5	0.2	-7.2	0.4	-1.2	11.5	-3.2	-12.1
COc1ccc(Cl)cc1C(=O)OCC(=O)c1ccc[nH]1	-2.6	-0.8	-6.1	0.9	-2.1	-2.2	-2.7	6.1
CC(C)CN=C(NS(=O)(=O)c1ccccc1)C(Cl)(Cl)Cl	-9.0	2.4	-5.7	2.3	6.9	21.7	-18.8	-12.0

Complete entries, looked up by structure:
`Cn1c(COc2ccccc2)nnc1SCC(=O)Nc1ccc2c(c1)OCO2` in the list: CCR6 antagonist: 3.5; MPTP block: 0.2; A3G deaminase: -7.2; GRIN3A LBD mod: 0.4; APOBEC3A inh: -1.2; Gli-Sufu antag: 11.5; EBI2 block: -3.2; CXCR6 inh: -12.1
`CCCCN(CCCC)CCNC(=O)c1ccc2nc(-c3ccccc3NC(C)=O)c(=O)[nH]c2c1` in the list: CCR6 antagonist: -5.8; MPTP block: 3.2; A3G deaminase: -5.1; GRIN3A LBD mod: -1.3; APOBEC3A inh: -2.7; Gli-Sufu antag: 32.4; EBI2 block: -6.8; CXCR6 inh: 7.8

Source: PubChem (Sanford-Burnham Center for Chemical Genomics)
